Screens: PubChem BioAssay, National Center for Advancing Translational Sciences (NCATS)
Mm-Cpn inhibitor: Inhibitors of TCP-1 ring complex (TRiC) of Methanococcus maripaludis (MmCpn): qHTS. 0.031% of 330,000 active. purified Mm-Cpn ATPase, ADP Transcreener TR-FRET. Chaperonin Mm-Cpn (Methanococcus maripaludis). Potency, µM (top dose mostly 76.9 µM), inactives show at the top dose activity, negative = inhibition, actives largely listed as inhibitors; note: potency is the fitted concentration of half-maximal effect; % is set by controls: 0 for no effect and ±100 for the full control effect; nearly all actives have a fitted effect of over 80% in size
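ATPase turnover read by TR-FRET ADP competition (Eu cryptate antibody/ADP-d2, 665/590 nm): 10uM ATP final, 25nM Mm-CPN final, 30 min 37degC after 10-min compound preincubation, pH 7.4 Tris/KCl/MgCl2/DTT buffer.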
CCT modulator: High-Throughput Screening for Modulators of Cytosolic Chaperonin Activity. purified chaperonin ATPase assay, HTRF ADP detection, 30 min. activity change, % (test concentration not listed), hits read low. 0.3% of 360,000 active; in the data active = activity change below about -30%; note: % is set by controls: 0 for no effect and ±100 for the full control effect
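Nucleotide hydrolysis assay: TRiC at 20–40 nM final (set by batch activity) with 10 uM ATP, 30 min at 37 °C, in presence of 76 uM compound. Detection by competitive ADP HTRF, 30 min ambient.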
Akt phos inh: HTS Assay for Inhibitors of Akt Phophorylation: Primary Screen. Neuro2A IGF-stimulated pAkt S473 HTRF, 20 min; hits give low values. activity change, % for hits at 50 µM. 0.32% of 360,000 active. AID 651550, 2012; in the data active = activity change below about -80%; inconclusive = mostly about -51% to -80%; note: % is set by controls: 0 for no effect and ±100 for the full control effect
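Neuro2A cells in DMEM with 0.5% FBS, overnight at 37 deg C, given compound at single 50 µM final, then IGF (6 nM final) for 20 min at 37 deg C. Lysed; phospho-Akt Ser473 by HTRF after 24 h, 665/615 ratio.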
Nrf2 inh: Nrf2 qHTS screen for inhibitors | 2.1% of 360,000 active | Potency, µM (top dose mostly 46 µM), without a hit: at the highest dose activity change, negative = inhibition, actives largely listed as inhibitors | AID 504444, 2011 | A549 ARE-Fluc reporter, luciferase luminescence, 18-24 h; note: potency is the fitted concentration of half-maximal effect; % is set by controls: 0 for no effect and ±100 for the full control effect; nearly all actives have a fitted effect of over 60% in size
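Cells were seeded and rested 2 h, then exposed to compounds for 18-24 h. CellTiter-Fluor was read first as a viability measure. BugLite was added 15 min before the final luminescent read of ARE-luciferase activity in A549 cells.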
ATXN viability: Viability Counterscreen for Primary qHTS for Inhibitors of ATXN expression; 0.49% of 400,000 active; S2 cells (HEK-293 line with an ATXN2-luciferase reporter) viability, CellTiter-Fluor protease fluorescence, 24 h; AID 651635, 2014; Potency, µM (titrated, usually from 56.7 µM), hits mostly cytotoxic; note: potency is the fitted concentration of half-maximal effect; nearly all actives have a fitted effect of over 40% in size
Nrf2 activator: qHTS of Nrf2 Activators. Potency, µM (top dose mostly 46.1 µM), for the others: top-dose activation, most hits filed as activators. AREc32 ARE-luciferase reporter (MCF7-derived line), luminescence, 24 h. 0.31% of 410,000 active. AID 624171, 2012; note: potency is the fitted concentration of half-maximal effect; % of control where 0% means no effect; nearly all actives have a fitted effect of over 65% in size
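Luminescent ARE reporter assay in AREc32_Fluc cells: overnight plating at 37 deg C, 24 hr compound incubation, Steady-Glo added, 30 min RT before reading.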
TGFb SMAD3 inh: qHTS for Inhibitors of TGF-b | 1.2% of 410,000 active | HepG2 CAGA-GFP TGF-b/SMAD3 reporter, GFP fluorescence, 18 h; TGF-beta stimulated, 500 pg/mL final | AID 588855, 2011 | Potency, µM (titrated, usually from 46.1 µM), for inactives: top-dose activity, negative = inhibition, most hits filed as inhibitors; note: potency is the fitted concentration of half-maximal effect; % is set by controls: 0 for no effect and ±100 for the full control effect; nearly all actives have a fitted effect of over 65% in size
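HEPG2 CAGA-GFP reporter cells (1000/well, DMEM with 1% FBS) received compounds, then recombinant TGF-beta at 500 pg/mL final for 18 hours at 37 degrees C. Per-cell GFP summed per well was normalised to unstimulated and stimulated DMSO controls before curve fitting.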
HepG2 tox: qHTS for Inhibitors of TGF-b: Cytotox Counterscreen; HepG2 CAGA-GFP viability, ATP luminescence, 18 h; Potency, µM (top dose mostly 46.1 µM), for inactives: top-dose activity change, negative = cytotoxicity, usual class: cytotoxic; 0.76% of 410,000 active; AID 588856, 2011; note: potency is the fitted concentration of half-maximal effect; some results filed as inactive show a strong effect at the top dose
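HepG2 CAGA-GFP cells (1000/well, DMEM with 1% FBS) received compound, then TGF-beta at 500 pg/mL final, and were incubated 18 hours at 37 degrees C. Viability was read by CellTiter-Glo luminescence. Media-only wells were set as complete cell-killing and DMSO as no toxicity.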
A549 tox: Nrf2 qHTS screen for inhibitors: counterscreen for cytotoxicity. A549 ARE-Fluc cells, CellTiter-Fluor viability, 18-24 h. Potency, µM (top dose mostly 46 µM), for inactives: top-dose activity change, negative = cytotoxicity, most hits filed as inhibitors. 0.16% of 390,000 active. AID 504648, 2011; note: potency is the fitted concentration of half-maximal effect; % is set by controls: 0 for no effect and ±100 for the full control effect
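Cytotoxicity counterscreen: CellTiter-Fluor fluorescence was measured in A549 ARE_Fluc cells after 18-24 h of compound exposure in a concentration series. The subsequent BugLite luminescent read reports ARE-luciferase activity.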
An asterisk follows results filed as active; i = inactive; ? = inconclusive; · = no result given; [ ] = dose if it differs, or a comment. Unless noted, calls come from the whole dose curve; as a rule, active = well fitted curve in the direction sought with a large enough effect; inconclusive = small, poorly fitted or top-dose-only effect, or another doubt; inactive = no such curve, though single readings can be large; an effect the other way counts as inactive or inconclusive. The order is random, and some 4.4% of all compounds hit somewhere here.

| No. | mol | Mm-Cpn inhibitor | CCT modulator | Akt phos inh | Nrf2 inh | ATXN viability |
| --- | --- | --- | --- | --- | --- | --- |
| 1 | COc1cc2cc(C(=O)N3CCc4ccccc4C3)[nH]c2cc1OC | 0% | -1.6 | i | 14% | i |
| 2 | CCN(CC)c1nc(C=Cc2ccc(N(C)C)cc2)c2nccnc2n1 | · | -1.4 | i | · | ? |
| 3 | CN(C)C(CNC(=O)CSC(=S)N1CCCC1)c1ccccc1 (stereo not drawn) | 1% | -0.1 | i | 12% | i |
| 4 | CC(C)C(O)(CC#CCN1CCCC1)c1ccccc1 (stereo not drawn) | -10% | 1.9 | i | -10% | i |
| 5 | CC(OC(=O)CNS(=O)(=O)c1ccc2ccccc2c1)C(=O)N(C)c1ccccc1 (stereo not drawn) | 1% | -0.9 | i | 13% | i |
| 6 | C=CCc1cccc(CNc2c(C)n(C)n(-c3ccccc3)c2=O)c1O | 0% | -2.6 | i | -5% | i |
| 7 | CC1=CC(C)(C)n2c(O)c(N=N)c3c(C)c(C)cc1c32 | 3% | -8.4 | i | 2% | i |
| 8 | CC[C@]12c3[nH]c4ccccc4c3CCN1C(=O)C(CC(=O)NCc1ccco1)C[C@@H]2C(=O)N1CCN(C(=O)C2CC2)CC1 (stereo partly drawn) | 1% | -0.9 | i | -5% | i |
| 9 | Cc1ccc(C(=O)NNC(=O)c2ccc3ccccc3c2)cc1 | · | 0.4 | i | ? | i |
| 10 | Cc1ccc(CS(=O)Cc2ccc(C(=O)N3CCN(c4ccccn4)CC3)o2)cc1 (stereo not drawn) | -2% | -0.8 | i | -9% | i |
| 11 | Oc1cccc2ccc(N3CCOCC3)nc12 | 0% | -1.0 | i | -27% | i |
| 12 | Cc1nc(N2CCOCC2)nc(OCCN(C)C)c1[N+](=O)[O-] | -26% | 0.5 | i | 0% | i |

| No. | Nrf2 activator | TGFb SMAD3 inh | HepG2 tox | A549 tox |
| --- | --- | --- | --- | --- |
| 1 | -0.5% | 8% | 8% | 3% |
| 2 | 0.0% | 49%[activator] | -3% | · |
| 3 | 0.4% | -24% | 2% | -3% |
| 4 | 0.1% | 2% | -9% | 10% |
| 5 | -1.0% | ? | -23% | 2% |
| 6 | 0.3% | -3% | -15% | 2% |
| 7 | 1.2% | ? | -35% | -3% |
| 8 | -0.3% | 16% | -4% | 3% |
| 9 | 3.5% | -9% | -22% | 3% |
| 10 | -0.1% | 7% | 5% | 0% |
| 11 | 0.0% | 10% | -10% | 0% |
| 12 | -0.5% | 0% | -18% | -19% |

Next compounds follow:
| No. | mol | Mm-Cpn inhibitor | CCT modulator | Akt phos inh | Nrf2 inh | ATXN viability |
| --- | --- | --- | --- | --- | --- | --- |
| 13 | CN(C)S(=O)(=O)N(CC(=O)N1CCN(c2ccccc2F)CC1)c1ccccc1 | 5% | 2.2 | i | 70% | i |
| 14 | Cc1cccn2c(=O)cc(CSc3nnc(NC(=O)COc4ccccc4)s3)nc12 | 1% | · | · | · | · |
| 15 | CC[C@]1(c2ccccc2OC)C(=O)N(C(=O)OC)N1C(=O)OC | 5% | -0.6 | i | -6% | ? |
| 16 | O=C(Nc1cc(S(=O)(=O)Nc2ccc(Cl)cc2)ccc1O)c1ccc(F)cc1F | -2% | 0.0 | i | 0% | i |
| 17 | O=C(Nc1cccc(S(=O)(=O)NCc2ccco2)c1)c1ccc(Cl)cc1 | -17% | -0.9 | i | ? | i |
| 18 | O=C(CCN1C(=O)c2cccc3cccc(c23)C1=O)Nc1ccccc1 | -3% | -1.1 | i | 5% | i |
| 19 | COc1ccc(-c2csc(NC(=O)C3CC(=O)N(c4ccc5c(c4)OCCO5)C3)n2)cc1 (stereo not drawn) | -6% | -2.9 | i | ? | i |
| 20 | O=C(CC1C(=O)NCCN1C(=S)Nc1ccccc1)Nc1ccc2c(c1)OCCO2 (stereo not drawn) | 1% | -1.0 | · | · | i |
| 21 | COc1ccc(CCNC(=O)CCNC(=O)c2ccco2)cc1OC | -1% | 0.4 | i | -10% | i |
| 22 | Cc1ccc(C)c(-c2nnc(NC(=O)CS(=O)(=O)c3ccccc3)o2)c1 | -1% | -0.8 | i | -13% | i |
| 23 | CCOc1ccc(/C=N/N2C(=O)C(CC(=O)Nc3ccc(F)cc3F)SC2=NC)cc1OC (stereo not drawn) | -1% | 1.0 | i | 5% | i |

| No. | Nrf2 activator | TGFb SMAD3 inh | HepG2 tox | A549 tox |
| --- | --- | --- | --- | --- |
| 13 | 0.1% | 7% | 5% | 4% |
| 14 | 2.8% | 2% | -1% | 0% |
| 15 | 15% | ? | -28% | -2% |
| 16 | 3.7% | ? | -6% | -12% |
| 17 | 3.8% | 3% | -9% | -1% |
| 18 | ? | 1% | -15% | 0% |
| 19 | -0.2%[9.22 µM] | -30% | -4% | -10% |
| 20 | 0.4% | 10% | 4% | 4% |
| 21 | -0.7% | 0% | 3% | 0% |
| 22 | 2.3% | -21% | -19% | -15% |
| 23 | 0.2% | 3% | -1% | -1% |
